Pf apPOL inh = Pf-apPOL DNA polymerase inhibition; inhibition, % at 10 µM; 210,000 tested, 0.25% active; AID 1794808; Recombinant Pf-apPOL, molecular beacon fluorescence, 1.5 h
mHTT CaM bind = inhibitors of human mutant huntingtin-calmodulin interaction; AlphaScreen His-mHTT/GST-CaM binding, luminescence; inhibition, % at 15 µM; 190,000 tested, 3.6% active; AID 1671202;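 further: 0% = both proteins with DMSO and 100% = one protein alone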
Target sequence (P42858 whole entry, looked up, stated change not applied): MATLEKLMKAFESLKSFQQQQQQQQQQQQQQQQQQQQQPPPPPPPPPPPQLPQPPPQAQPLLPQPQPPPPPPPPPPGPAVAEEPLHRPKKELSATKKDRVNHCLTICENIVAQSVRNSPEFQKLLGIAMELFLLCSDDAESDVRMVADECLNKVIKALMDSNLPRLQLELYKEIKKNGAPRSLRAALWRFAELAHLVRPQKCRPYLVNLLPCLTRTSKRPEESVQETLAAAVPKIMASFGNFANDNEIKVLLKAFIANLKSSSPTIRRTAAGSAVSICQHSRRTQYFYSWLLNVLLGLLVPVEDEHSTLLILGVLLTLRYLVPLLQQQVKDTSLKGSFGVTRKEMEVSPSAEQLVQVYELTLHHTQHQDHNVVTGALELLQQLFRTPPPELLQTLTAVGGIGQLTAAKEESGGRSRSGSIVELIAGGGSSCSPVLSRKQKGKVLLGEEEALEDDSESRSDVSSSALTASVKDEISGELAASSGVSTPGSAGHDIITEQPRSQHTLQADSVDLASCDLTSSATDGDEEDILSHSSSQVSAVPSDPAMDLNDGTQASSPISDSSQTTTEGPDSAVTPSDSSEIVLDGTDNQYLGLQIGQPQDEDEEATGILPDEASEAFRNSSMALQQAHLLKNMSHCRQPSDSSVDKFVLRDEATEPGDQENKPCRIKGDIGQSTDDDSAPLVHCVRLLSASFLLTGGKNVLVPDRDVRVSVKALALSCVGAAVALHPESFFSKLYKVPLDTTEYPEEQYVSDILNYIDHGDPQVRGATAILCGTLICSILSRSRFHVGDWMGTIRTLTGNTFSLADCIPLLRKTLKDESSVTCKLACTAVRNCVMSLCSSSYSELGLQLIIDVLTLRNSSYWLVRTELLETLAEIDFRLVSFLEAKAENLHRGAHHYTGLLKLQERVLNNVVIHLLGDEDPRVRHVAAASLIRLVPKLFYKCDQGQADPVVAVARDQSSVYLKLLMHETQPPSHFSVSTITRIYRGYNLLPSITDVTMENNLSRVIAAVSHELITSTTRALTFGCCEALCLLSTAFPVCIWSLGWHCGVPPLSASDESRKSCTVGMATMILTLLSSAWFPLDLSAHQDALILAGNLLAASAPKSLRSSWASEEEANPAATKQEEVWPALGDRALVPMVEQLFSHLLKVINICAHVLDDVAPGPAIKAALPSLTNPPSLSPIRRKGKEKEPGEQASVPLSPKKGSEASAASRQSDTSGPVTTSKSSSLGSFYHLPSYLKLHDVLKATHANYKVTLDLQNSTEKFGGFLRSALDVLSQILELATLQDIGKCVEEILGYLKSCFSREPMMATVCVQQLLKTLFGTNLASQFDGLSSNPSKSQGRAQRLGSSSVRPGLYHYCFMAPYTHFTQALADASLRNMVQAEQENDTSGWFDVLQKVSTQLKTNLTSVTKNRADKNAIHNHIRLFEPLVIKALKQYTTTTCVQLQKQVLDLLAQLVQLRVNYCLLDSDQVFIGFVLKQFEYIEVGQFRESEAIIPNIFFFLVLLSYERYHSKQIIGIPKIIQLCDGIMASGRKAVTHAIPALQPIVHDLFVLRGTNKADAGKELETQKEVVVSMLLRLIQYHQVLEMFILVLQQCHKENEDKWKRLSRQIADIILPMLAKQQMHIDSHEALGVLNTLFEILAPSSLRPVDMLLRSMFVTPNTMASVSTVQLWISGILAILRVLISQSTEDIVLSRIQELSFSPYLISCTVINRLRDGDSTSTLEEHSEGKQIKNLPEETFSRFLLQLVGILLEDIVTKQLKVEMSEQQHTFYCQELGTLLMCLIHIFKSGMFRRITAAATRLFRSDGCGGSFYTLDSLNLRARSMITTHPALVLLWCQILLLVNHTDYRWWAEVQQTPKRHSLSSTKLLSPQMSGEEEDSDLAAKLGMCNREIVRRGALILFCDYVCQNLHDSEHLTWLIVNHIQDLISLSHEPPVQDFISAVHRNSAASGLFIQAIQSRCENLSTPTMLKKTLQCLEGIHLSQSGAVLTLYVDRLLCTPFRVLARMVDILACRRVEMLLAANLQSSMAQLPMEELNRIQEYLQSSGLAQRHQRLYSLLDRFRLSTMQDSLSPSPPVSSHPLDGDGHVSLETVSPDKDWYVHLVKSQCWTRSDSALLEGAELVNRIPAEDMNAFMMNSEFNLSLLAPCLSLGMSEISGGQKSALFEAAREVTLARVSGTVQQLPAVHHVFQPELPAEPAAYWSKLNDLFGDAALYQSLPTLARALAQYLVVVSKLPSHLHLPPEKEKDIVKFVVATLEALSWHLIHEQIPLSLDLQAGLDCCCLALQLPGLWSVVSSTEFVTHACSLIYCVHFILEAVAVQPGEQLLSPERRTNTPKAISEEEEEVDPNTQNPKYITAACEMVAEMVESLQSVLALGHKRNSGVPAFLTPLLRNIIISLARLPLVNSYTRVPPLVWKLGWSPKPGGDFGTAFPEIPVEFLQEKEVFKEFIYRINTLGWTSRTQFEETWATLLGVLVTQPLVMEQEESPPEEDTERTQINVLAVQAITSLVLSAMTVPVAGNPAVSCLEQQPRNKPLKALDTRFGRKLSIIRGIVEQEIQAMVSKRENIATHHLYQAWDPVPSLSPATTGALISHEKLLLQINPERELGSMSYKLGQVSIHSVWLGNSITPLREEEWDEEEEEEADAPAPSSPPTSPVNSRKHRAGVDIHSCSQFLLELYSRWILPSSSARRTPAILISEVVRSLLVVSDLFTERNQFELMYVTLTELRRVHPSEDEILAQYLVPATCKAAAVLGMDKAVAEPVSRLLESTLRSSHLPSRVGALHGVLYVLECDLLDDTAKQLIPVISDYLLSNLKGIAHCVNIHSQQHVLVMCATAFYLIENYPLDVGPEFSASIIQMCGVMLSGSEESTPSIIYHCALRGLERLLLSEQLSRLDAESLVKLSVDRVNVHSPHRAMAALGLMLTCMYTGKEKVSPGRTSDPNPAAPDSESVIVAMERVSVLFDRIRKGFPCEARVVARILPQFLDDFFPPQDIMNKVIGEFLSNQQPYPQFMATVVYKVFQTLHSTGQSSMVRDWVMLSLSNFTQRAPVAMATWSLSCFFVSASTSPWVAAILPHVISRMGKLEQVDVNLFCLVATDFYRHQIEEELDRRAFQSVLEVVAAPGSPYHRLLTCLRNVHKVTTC
* marks the source's active call; other numbers are inactive results; x = not tested or not shown; & = joins results of further samples. No stated cut-off is given here; in the data, active means inhibition above about 50%; inactive means the rest.

SMILES | Pf apPOL inh | mHTT CaM bind
C=CSc1sc(Cl)c(N(C)Cc2ccccc2)c1[N+](=O)[O-] | -76.3 | 64.0*
Cc1cccc(CNC(=O)c2cc(C(C)C)n3nccc3n2)c1 | 1.9 | -133.8
COCCNC(=O)c1cc2n(n1)C(C(F)(F)F)CC(c1ccc(Cl)c(Cl)c1)N2 (configuration not stated) | -1.8 | 40.0
COc1ccc(-c2nnc(NC(=O)c3ccc(S(=O)(=O)N4COCC4(C)C)cc3)o2)cc1 | -3.6 | 44.0
Cc1ccc(S(=O)(=O)N(C)CC(=O)NC2CC2)cc1 | 0.7 | 0.5
CCN(CC)c1ccc(NC(=O)c2ccc([N+](=O)[O-])cc2)cc1 | -0.5 | 25.1
O=C(NCCCN=C1NS(=O)(=O)c2ccccc21)c1ccncc1 | -4.7 | -0.9
CCCCCOc1ccc(/C=c2\sc3ncnn3c2=O)cc1OCC | -4.5 | -6.0
C=CC(=O)N(CCc1c[nH]c2ccccc12)Cc1ccccc1 | -9.4 | x
COc1ccc(C=NNC(=O)c2cccn2-c2ccc(F)cc2)cc1 | 4.4 | x
O=C(Nc1cccc(-c2ccc3nncn3n2)c1)c1cc(-c2ccco2)on1 | -1.7 | -21.6
CCN(Cc1ccccc1)C(=O)Cn1c(=O)n(-c2cccc(OC)c2)c(=O)c2sccc21 | 0.2 | 10.0
CC1CCN(C(=O)CC(C(=O)N2CCc3ccccc32)n2ccnc2)CC1 (configuration not stated) | -9.2 | 5.0
Clc1cc(Cl)cc(C2=N[C@@H](Cc3ccccc3)CO2)c1 | -4.5 | -72.7
Cc1c(C(=O)NCCc2ccc(Cl)cc2)oc2ccc(S(=O)(=O)N3CCOCC3)cc12 | -4.0 | 0.0
CCOc1ccc(C(=O)Nc2nc(C)cc(C)n2)cc1Br | -9.5 | 3.3
Cc1c(C2CCN(C(=O)c3ccccc3Br)CC2)noc1N | -5.3 | 4.5
CC1(C(=O)Nc2ccc(Br)cn2)CC1(Cl)Cl (configuration not stated) | 10.9 | -4.3
O=C1CCCc2occ(-c3ccc([N+](=O)[O-])cc3)c21 | -2.8 | 9.2
O=S(=O)(c1cc(Br)c(Cl)s1)N1CCC(Cc2ccccc2)CC1 | -10.2 | x
CCn1c(C2CCN(C(=O)Nc3ccc4c(c3)CCC4)C2)nc2cccnc21 (configuration not stated) | 1.0 | 8.8
COc1ccc(NC(=O)CC(CC(=O)O)c2cc(OC)c(OC)c(OC)c2)cc1 (configuration not stated) | -9.8 | x
CSc1nnc(NC(=O)CN(C)S(C)(=O)=O)s1 | -9.1 | -3.8
S=c1[nH]c2ccccc2c2c1CCC2 | x | -1.3
CC(C)c1ccc(N2C=C(C(=O)N3CCCCC3)S(=O)(=O)c3ccccc32)cc1 | -4.2 | 19.8
CCN(C(=O)c1coc(=O)c2ccccc12)c1ccc(C)c(C)c1 | -6.0 | -3.0
Cc1ccccc1C(=O)N1CCC(C(=O)Nc2ccc3c(c2)OCO3)CC1 | -4.5 | 4.0
C=CSc1sc(Cl)c(N2CCOCC2)c1[N+](=O)[O-] | -0.4 | 34.0
CCCc1[nH]nc2c1C1(CC[C@H]3COC1O3)C(C#N)=C(N)O2 (some centres not stated) | x | -0.4
CCOc1ccc(C(=O)N2CCC(c3ccncc3)CC2)cc1 | -2.9 | -0.9
COc1ccc(NC(=O)C2CCCN(C(=O)c3ccc(Cl)cc3)C2)c(OC)c1 (configuration not stated) | 1.3 | 29.7
COc1ccc(Cl)cc1C(=O)N1CCC(c2nc3ccncc3n2C(C)C)C1 (configuration not stated) | -4.4 | 4.1
COc1ccc(C(=O)N2CCC3(CC2)NC(=O)N(Cc2ccc(C)cc2)C3=O)cc1OC | -5.3 | -0.3
O=C1OC(c2cccc([N+](=O)[O-])c2)=N/C1=C\c1cccc(Cl)c1Cl | -1.4 | 6.0
Cc1ccc(-c2nc3ccccc3s2)cc1NC(=O)c1ccco1 | -7.2 | -0.4
COc1cccc(NC(=O)c2ccnc(N3CCC(C(=O)NCc4ccco4)CC3)c2)c1 | 3.6 | 21.0
COc1cccc(C=C2Oc3cc(OCC(=O)OC(C)C)ccc3C2=O)c1OC | -2.6 | -4.6
COc1cc(C)ccc1OCCOc1ccc([N+](=O)[O-])cc1Cl | -15.1 | -1.1
CC1C(=O)N(c2ccc(F)cc2)CCN1C(=O)c1cccc(Br)c1 (configuration not stated) | -1.9 | -0.1
O=C(O)c1c(-c2ccccc2)oc2ccc(O)cc12 | 10.8&4.0 | -2.8&2.0
Cn1cnnc1SCCNC(=O)c1ccc2c(c1)ncn2-c1ccccc1 | -16.0 | -4.4
C=CCC1Cc2ccccc2C(CC=C)N1 (configuration not stated) | x | -5.8
CC1CC(C)CN(c2nc3c(c(=O)n(C)c(=O)n3C)n2Cc2ccccc2Cl)C1 (configuration not stated) | 3.2 | 0.0
CC(C)NC(=O)C1CCN(c2ncnc3c2oc2ccccc23)CC1 | -3.3 | -5.3
O=C1CSC(N2CCOCC2)=N1 | -23.1 | x
COc1cc(C=O)ccc1OC(C)c1ccccc1 (configuration not stated) | -0.1 | -15.3
NC(=O)c1nc(-c2ccccc2)nc2c1OCCO2 | 1.9 | 25.5
CNC(=O)C1CCc2sc(C(=O)N3CCOCC3)cc2C1 (configuration not stated) | -1.6 | -1.7
O=C(NCC(O)c1ccc2c(c1)CCO2)NC12CC3CC(CC(C3)C1)C2 (configuration not stated) | -4.3 | 0.5
CCN(CC)CCSc1nnnn1-c1ccccc1 | -5.8 | -4.3
Cc1ccc(NCN2C(=O)S/C(=C\c3ccccc3)C2=O)cc1Cl | -3.6 | 3.0
CCN1CCN(C(=O)C2CCc3sc(C(=O)N4CCCCCC4)cc3C2)CC1 (configuration not stated) | 0.2 | 5.4
COc1ccc(CNC(=O)CCC2N=C3c4ccccc4N=C(SCC#N)N3C2=O)cc1 (configuration not stated) | -3.9 | 6.0
Nc1ccc(S(=O)(=O)c2ccc(N)c(N)c2)cc1N | 48.1 | 8.7
COc1ccc(/C=C/C(=O)NCc2cccnc2)cc1S(=O)(=O)N1CCCCC1 | 1.1 | -1.0
CN(C)c1cc(N2CCCC(NC(=O)c3ccco3)C2)ncn1 (configuration not stated) | -5.1 | -2.7
Cc1ccc(N2CC(C(=O)N3CCCC3)CC2=O)cc1 (configuration not stated) | -0.1 | -1.7
CCC(C)n1c(SCC(=O)Nc2ccc(OC)cc2OC)nc2ccsc2c1=O (configuration not stated) | -2.9 | 17.0
O=C(Nc1cccc(Cl)c1)N1CCC(CCOc2cccnc2)CC1 | -4.2 | -4.3
Cc1ccc(-c2nc3cc(NC(=O)c4ccccc4[N+](=O)[O-])ccc3o2)cc1C | -0.2 | 3.0

Later entries
SMILES | Pf apPOL inh | mHTT CaM bind
Cc1cc(-c2csc(N)n2)cc(C)c1C | -5.4 | 25.3
NNc1ccc2[nH]c(=O)[nH]c2c1 | x | -0.5
Cc1cccc(-n2nc3c(c2NC(=O)C(C)C)CSC3)c1 | -5.8 | 31.0
CCOC(=O)c1cnc2nc(C)ccc2c1Nc1ccccc1F | -0.5 | 14.7
O=C1Oc2ccccc2C(=O)/C1=C/N1CCOCC1 | -4.5 | -2.0
CCN1CC2=C(OC(N)=C(C#N)C2c2cccs2)/C(=C/c2cccs2)C1 (configuration not stated) | x | 60.0*
CCN(CC)S(=O)(=O)c1cc(C(=O)Nc2ccc(Cl)cc2)ccc1OC | -7.3 | -0.4
Cc1cccc(NC(=O)N2CCCC2c2ccc(F)cc2)c1 (configuration not stated) | -5.7 | -5.9
CC(C)=CCn1cnc2c1c(=O)n(C)c(=O)n2C | -13.6 | x
Cc1ccc(C(=O)Nc2c(F)c(F)c(F)c(F)c2F)cc1C | -15.8 | 0.8
O=C(c1ccccn1)N1CCCC2(C1)Nc1ccccc1NC2=NCc1ccccc1 (configuration not stated) | -9.0 | 45.0
CC(C)(C)C(=O)Nc1cnc(-c2ccc(F)cc2)nc1 | -0.4 | -5.3
O=C(NCCN1CCOCC1)C1CCN(Cc2ccccc2)CC1 | -10.1 | -4.9
CCN(CC)c1ccc(NC(=O)c2ccco2)cc1 | 1.4 | 12.6
CC(C(=O)Nc1ccc(-n2cnnn2)cc1)n1nc(-c2ccccc2)ccc1=O (configuration not stated) | -6.4 | -7.1

Whole records, quoted from the list.
Record of CC(C(=O)Nc1ccc(-n2cnnn2)cc1)n1nc(-c2ccccc2)ccc1=O (configuration not stated) : Pf apPOL inh = -6.4; mHTT CaM bind = -7.1
Record of COc1ccc(-c2nnc(NC(=O)c3ccc(S(=O)(=O)N4COCC4(C)C)cc3)o2)cc1 : Pf apPOL inh = -3.6; mHTT CaM bind = 44.0

(cont.)
SMILES | Pf apPOL inh | mHTT CaM bind
CCCSc1nc2c(c(=O)n1-c1ccc(F)cc1)SCC2 | -9.4 | 12.0
COc1ccccc1N1CCN(C(=O)CN2C(=O)NC3(CCC(C)CC3)C2=O)CC1 (configuration not stated) | -4.4 | 11.6
CCC(=O)Nc1nc(C)c(-c2csc(NCc3ccco3)n2)s1 | -24.0 | 15.4
CCOc1ccc(C2N3CC4(C)CN2CC(C)(C3)C4O)cc1OC (configuration not stated) | -2.6 | -0.4
COc1cc(OC)cc(C(=O)N=c2sc3cc(F)ccc3n2C)c1 | -3.1 | -2.0
Cc1ccc(N2C=C(C#N)S(=O)(=O)c3cc(F)ccc32)cc1C | 2.3 | -4.0
O=C(Nc1ccccc1)c1ccccc1Br | -0.2 | 3.0
Cc1cc2c(cc1C)NC(CC(=O)Nc1ccc([N+](=O)[O-])cc1)C(=O)N2 (configuration not stated) | 6.3 | 21.1
Cc1ccc(NC(=O)C2CCCN(c3nnc4ccc(Cl)cn34)C2)c(F)c1 (configuration not stated) | 0.1 | 11.7
COc1ccc(OC)c(S(=O)(=O)Nc2ccc(-c3cn4cccc(C)c4n3)cc2)c1 | -6.4 | 25.9
O=C(CSc1nnc(-c2ccccc2Cl)n1-c1ccccc1)NC1CCCCC1 | -5.9 | 0.3
Cc1ccc(C)c(N=C2C(=O)Nc3ccc(Br)cc32)c1 | -5.7 | 11.0
CC1CN(C(=O)c2scc3c2OCCO3)CC(C)O1 (configuration not stated) | x | -4.2
CC(C)c1ccc(NC(=O)C(c2cc3c(cc2[N+](=O)[O-])OCO3)N2CCOCC2)cc1 (configuration not stated) | -1.1 | 26.0
CCN(C(=O)c1ccccc1N1CCC(NC(C)=O)CC1)C(C)C | -26.2 | 11.5
Cc1c(C(=O)NCc2ccccc2)oc2ccc(S(=O)(=O)N(C)C3CCCCC3)cc12 | -0.1 | -9.0
Oc1cccc(Nc2nc(N3CCOCC3)c3ccccc3n2)c1 | 0.1 | 0.4

Of the compounds above, these contain an aryl methoxy group.
SMILES | Pf apPOL inh | mHTT CaM bind
COc1ccc(-c2nnc(NC(=O)c3ccc(S(=O)(=O)N4COCC4(C)C)cc3)o2)cc1 | -3.6 | 44.0
COc1ccc(C=NNC(=O)c2cccn2-c2ccc(F)cc2)cc1 | 4.4 | x
CCN(Cc1ccccc1)C(=O)Cn1c(=O)n(-c2cccc(OC)c2)c(=O)c2sccc21 | 0.2 | 10.0
COc1ccc(NC(=O)CC(CC(=O)O)c2cc(OC)c(OC)c(OC)c2)cc1 (configuration not stated) | -9.8 | x
COc1ccc(NC(=O)C2CCCN(C(=O)c3ccc(Cl)cc3)C2)c(OC)c1 (configuration not stated) | 1.3 | 29.7
COc1ccc(Cl)cc1C(=O)N1CCC(c2nc3ccncc3n2C(C)C)C1 (configuration not stated) | -4.4 | 4.1
COc1ccc(C(=O)N2CCC3(CC2)NC(=O)N(Cc2ccc(C)cc2)C3=O)cc1OC | -5.3 | -0.3
COc1cccc(NC(=O)c2ccnc(N3CCC(C(=O)NCc4ccco4)CC3)c2)c1 | 3.6 | 21.0
COc1cccc(C=C2Oc3cc(OCC(=O)OC(C)C)ccc3C2=O)c1OC | -2.6 | -4.6
COc1cc(C)ccc1OCCOc1ccc([N+](=O)[O-])cc1Cl | -15.1 | -1.1
COc1cc(C=O)ccc1OC(C)c1ccccc1 (configuration not stated) | -0.1 | -15.3
COc1ccc(CNC(=O)CCC2N=C3c4ccccc4N=C(SCC#N)N3C2=O)cc1 (configuration not stated) | -3.9 | 6.0
COc1ccc(/C=C/C(=O)NCc2cccnc2)cc1S(=O)(=O)N1CCCCC1 | 1.1 | -1.0
CCC(C)n1c(SCC(=O)Nc2ccc(OC)cc2OC)nc2ccsc2c1=O (configuration not stated) | -2.9 | 17.0
CCN(CC)S(=O)(=O)c1cc(C(=O)Nc2ccc(Cl)cc2)ccc1OC | -7.3 | -0.4
COc1ccccc1N1CCN(C(=O)CN2C(=O)NC3(CCC(C)CC3)C2=O)CC1 (configuration not stated) | -4.4 | 11.6
CCOc1ccc(C2N3CC4(C)CN2CC(C)(C3)C4O)cc1OC (configuration not stated) | -2.6 | -0.4
COc1cc(OC)cc(C(=O)N=c2sc3cc(F)ccc3n2C)c1 | -3.1 | -2.0
COc1ccc(OC)c(S(=O)(=O)Nc2ccc(-c3cn4cccc(C)c4n3)cc2)c1 | -6.4 | 25.9
